HDAC3 inhib: HDAC3 deacetylase inhibitors, primary screen, biochemical, fluorescence, cell-free homogeneous. inhibition, % at 8.3 µM. recombinant HDAC3, fluorogenic peptide/trypsin coupled. 320,000 tested, 0.15% active; in the data active = inhibition above about 26%, passing the limit was not always enough; inconclusive = no clear call, values can overlap the other calls
AI-2 QS modul: Vibrio harveyi AI-2 quorum sensing modulators, primary screen, JMH597 strain, luminescence/OD600 ratio | Vibrio harveyi JMH597 AI-2 luminescence/OD600 ratio, 9 h; active compounds read low; strain lacks LuxN and CqsS sensors; 0 = neutral-control median | activity change, % at 7.5 µM | 300,000 tested, 0.4% active; in the data active = activity change below about -75%, passing the limit was not always enough; inconclusive = no clear call, values can overlap the other calls;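 also: luminescence divided by OD600 gain over 9 h not by final OD600 alone; inactives centre near 13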
HSF1 inhib: HSF1 inhibitors in luciferase reporter cells, primary screen, cell-based, NIH3T3, luminescence. NIH3T3-HGL HSE-luciferase, MG132-induced, luminescence 8 h; active compounds read low. 300,000 tested, 0.77% active. activity change, negative = inhibition, % at 7.5 µM (by protocol);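 active = more than half of replicate wells show activity change below -50%, luminescence cut by over half; inconclusive = some wells, but at most half, below -50%; inactive = no replicate well below -50%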;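 also: luciferase reports HSF-1 transcriptional activity via heat shock element; 0% = median of DMSO wells and -100% = zero luminescence signal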
Dyrk1A ADPGlo: rat Dyrk1A kinase inhibitors, primary screen, biochemical, single point, plate reader; Dual specificity tyrosine-phosphorylation-regulated kinase 1A (Rattus norvegicus), Q63470; ADP-Glo luminescence, NFATc1 peptide; inhibition, % at 12.5 µM; 310,000 tested, 0.43% active; AID 504441, 2011; in the data active = inhibition above about 50%;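 also: plate controls were vehicle with enzyme for no effect and no enzyme for full effect; many of its hits are not listed in these tables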
GSK3B inh: human GSK3beta kinase inhibitors, primary screen, biochemical, cell-free homogeneous, HTS; activity score (negative = inhibition), % at 10 µM; Glycogen synthase kinase-3 beta (Homo sapiens), P49841; GST-GSK3beta kinase, ADP-Glo luminescence, 60 min; active compounds read low; 300,000 tested, 0.038% active;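 active = more than half of replicate wells score below -50%, meaning over 50% inhibition versus plate controls; inconclusive = some replicates but at most half score below -50%; inactive = no replicate scores below -50%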;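 also: 0% = median DMSO wells and -100% = median GW8510 positive control wells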
Target sequence (P49841 whole entry, looked up): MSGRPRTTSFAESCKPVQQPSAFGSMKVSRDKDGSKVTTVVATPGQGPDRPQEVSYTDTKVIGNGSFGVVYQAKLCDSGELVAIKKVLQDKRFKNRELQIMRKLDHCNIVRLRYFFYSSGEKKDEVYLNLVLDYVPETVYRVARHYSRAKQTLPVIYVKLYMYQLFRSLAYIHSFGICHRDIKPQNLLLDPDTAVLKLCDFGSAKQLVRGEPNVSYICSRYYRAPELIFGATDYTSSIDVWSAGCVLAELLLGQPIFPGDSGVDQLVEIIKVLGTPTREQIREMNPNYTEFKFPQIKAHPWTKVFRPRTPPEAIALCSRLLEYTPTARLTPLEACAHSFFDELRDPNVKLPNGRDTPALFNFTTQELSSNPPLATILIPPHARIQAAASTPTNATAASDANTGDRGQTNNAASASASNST
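Assay system: GST-tagged human GSK3beta kinase, cell-free; Input: 1.6 ng GSK3beta; Medium: Tris/MgCl2 kinase buffer; Timing: 60 min enzyme reaction, room temperature; Signal: ADP-Glo luminescence quantifying ADP generated by kinase; Evaluation: score relative to plate controls; Benchmarks: DMSO neutral wells and GW8510 at 20 µM as positive.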
GSK3A inh: blockers of GSK3A enzyme activity – biochemical, luminescence, cell-free homogeneous, HTS, primary screen; Glycogen synthase kinase-3 alpha (Homo sapiens), P49840; GSK-3 alpha kinase, ADP-Glo luminescence, 60 min; inhibition, % at 10 µM; 320,000 tested, 0.1% active; AID 2650, 2010;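 in the data active = inhibition above about 50%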;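 also: GST-tagged GSK-3 alpha with peptide substrate and 25 µM ATP; 0% = DMSO neutral wells and 100% = GW8510 positive control wells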
Target sequence (P49840 whole entry, looked up): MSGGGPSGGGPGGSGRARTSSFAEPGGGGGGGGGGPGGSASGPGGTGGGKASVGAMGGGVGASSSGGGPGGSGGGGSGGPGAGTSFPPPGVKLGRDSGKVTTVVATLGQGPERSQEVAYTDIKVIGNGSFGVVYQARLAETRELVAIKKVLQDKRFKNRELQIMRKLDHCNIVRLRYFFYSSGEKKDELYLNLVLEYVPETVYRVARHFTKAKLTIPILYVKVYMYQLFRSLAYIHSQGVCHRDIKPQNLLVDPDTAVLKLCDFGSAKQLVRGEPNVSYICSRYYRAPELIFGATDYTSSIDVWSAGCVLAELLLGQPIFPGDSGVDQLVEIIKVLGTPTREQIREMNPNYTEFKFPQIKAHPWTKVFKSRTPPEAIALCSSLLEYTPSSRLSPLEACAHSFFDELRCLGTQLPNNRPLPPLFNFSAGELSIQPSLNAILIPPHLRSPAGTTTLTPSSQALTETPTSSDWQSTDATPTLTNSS
Platelet DG rel: inhibitors of platelet dense granule secretion, primary screen, cell-based, MLPCN, human platelets | human platelet-rich plasma, SFLLRN dense granule ATP release, luminescence | inhibition, %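 (compounds screened at 7.5 µM in platelet-rich plasma)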 | 300,000 tested, 0.22% active | AID 1663, 2009;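 active = mean replicate score, as percent of positive control, at or above 50; inconclusive = mean below 50 but at least one replicate at or above 50; inactive = mean and every replicate below 50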
PolyA inh: polyadenylation inhibitors in yeast reporter cells, primary screen, luminescence, S. cerevisiae; S. cerevisiae SKY197-pL101 polyadenylation reporter, beta-gal luminescence; efflux-impaired pdr1/pdr3 knockout yeast; score 100 = 6 SD above DMSO; 300,000 tested, 0.02% active; calls only at 12 µM; AID 1875, 2009;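 active = lowest replicate activity score at least 50, where 100 means six control SD above control mean; inconclusive = lowest score under 50 but half or more replicates reach 50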;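 also: yeast exposed to compound for 9 h at 30 °C; higher score means more reporter readthrough which indicates perturbed polyadenylation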
HSF1 activator: HSF-1 activators, primary screen, NIH3T3-HGL cells, MG132 stress, luminescence, single point; NIH3T3-HGL HSF-1 luciferase reporter, 8 h; 100% = twice DMSO control signal; activation, % at 9 µM; 300,000 tested, 1.7% active;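 active = mean replicate activation of at least 50% with a set share of replicates each reaching 50%; inconclusive = only one of those two conditions met; inactive = mean below 50% and too few replicates reaching it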;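 also: 0% = median of the neutral control wells and 100% = twice that signal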
HSP90 inh: HSP90 inhibitors, primary screen, cell lysate, luminescence; Heat shock protein HSP 90 (rabbit reticulocyte lysate; luciferase refolding); 290,000 tested, 0.91% active; Rabbit reticulocyte lysate, luciferase refolding luminescence, 3 h; inhibition, % at 5.6 µM; AID 1789, 2009;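 active = inhibition above the screen-wide mean plus 3 SD, computed separately per campaign, cut at about 16% in these data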;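 also: 0% = DMSO wells and 100% = 60 µM geldanamycin wells; inhibitors lower the luminescence because luciferase stays unfolded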
Numbers without * were called inactive; i = inactive; ? = inconclusive; . = not tested or not shown.

SMILES	HDAC3 inhib	AI-2 QS modul	HSF1 inhib	Dyrk1A ADPGlo	GSK3B inh	GSK3A inh	Platelet DG rel	PolyA inh	HSF1 activator	HSP90 inh
C[C@@]12CCC=C[C@H]1[C@H](c1ccc(F)c(/C=C/c3ccccc3)c1)N(Cc1ccccc1)C2=O	31*	5	7	-1	-2	-2	-1	i	20	.
O=C(Cn1ccc([N+](=O)[O-])n1)NCc1cccnc1	2	18	-9	-9	-1	-1	-2	i	-14	5
COc1ccc(-c2[nH]ncc2CN2CCCOc3c(cccc3OC)C2)c(OC)c1	5	11	1	0	-1	3	3	i	9	2
CC(C)c1ccc(-c2cc(C(=O)N3N=C(C(F)F)CC3(O)C(F)F)c3ccccc3n2)cc1 (stereo not drawn)	1	44	23	2	3	0	6	i	48	0
CNC(=O)Nc1ccc2nc(C)sc2c1	-2	-5	-13	6	-3	-1	-4	i	4	-4
C/C(=N\NC(=O)CNC(=O)C(c1ccccc1)c1ccccc1)c1ccc(C(C)(C)C)cc1	4	8	7	0	-2	-1	16	i	11	0
COc1ccc(NC(=S)N2CCN(C(=O)c3ccco3)CC2)c(OC)c1	4	9	-2	0	1	0	7	i	-12	1
COc1ccccc1C(=O)NC(=O)COC(=O)C1CC1	-2	18	7	0	-1	-2	3	i	16	.
COc1ccc(N2CCN(C3CCCN(C(=O)CN4CCCCC4=O)C3)CC2)cc1 (stereo not drawn)	2	18	-1	-3	0	2	-18	i	13	-3
CCC(=O)c1ccc(OCc2ccc(C#N)cc2)cc1	2	0	11	-1	0	-1	3	i	17	-4
COc1ccc(N(CC(=O)N/N=C/c2ccc(-c3ccc([N+](=O)[O-])cc3)o2)S(=O)(=O)c2ccc(C)cc2)cc1	-2	20	-2	-3	-1	-2	?	i	-14	-3
FC(F)Oc1ccc(NC(=S)NN2CCOCC2)cc1	8	10	0	0	2	.	-3	i	-15	-1
O=C(CCC1COc2ccccc2O1)Nc1ccccn1 (stereo not drawn)	3	27	-6	6	-1	2	3	i	6	8
Cn1c(C(=O)NCCCN2CCN(c3ccccc3F)CC2)cc2c(=O)n(C)c3ccccc3c21	-3	-2	0	-6	-1	.	3	i	-1	-2
COc1ccccc1C1=NOC(COC(=O)c2ccc([N+](=O)[O-])cc2)C1 (stereo not drawn)	-7	9	1	.	-2	-1	2	i	17	7
Cc1c(NC(=O)CN2C(=O)NC(C)(c3ccc4c(c3)OCCO4)C2=O)c(=O)n(-c2ccccc2)n1C (stereo not drawn)	-5	21	1	-3	0	-1	-3	i	-22	0
CCCCN(Cc1ccccc1)C(=O)c1cnc2n(c1=O)CCS2	?	32	1	8	4	-2	4	i	0	1
COc1ccc(CNc2cc(C)ccn2)c(O)c1	4	-3	6	-7	-2	0	.	i	14	-3
CCOC(=O)c1ccc(OCC(=O)c2ccc(O)cc2O)cc1	-1	10	11	-2	-5	0	-39	i	23	11
CCOC(=O)c1cnc(SCC(=O)c2ccccc2)nc1N	0	33	25	10	1	0	1	i	36	4
O=C(O)CSc1nnc(CNc2ccccc2Cl)n1-c1ccccc1	0	7	-10	1	3	-3	-1	i	6	-1
COc1ccccc1Nc1nnc(SCC(=O)NC(=O)Nc2ccc3c(c2)OCCO3)s1	-7	25	5	-4	0	0	-1	i	0	1
COC(=O)c1ccc(NC(=O)c2ccccc2NS(C)(=O)=O)cc1	7	11	11	6	3	-3	0	i	1	0
CN1CCN(c2ccc(CNS(=O)(=O)Cc3ccc(Cl)cc3)cc2)CC1	-12	5	-2	.	-4	1	1	i	-3	13
O=C(NCC1CCN(c2ccc(S(=O)(=O)N3CCOCC3)cc2)CC1)c1ccc(Cl)cc1	-2	0	6	-5	-3	0	-1	.	28	9
Additional structures:
SMILES	HDAC3 inhib	AI-2 QS modul	HSF1 inhib	Dyrk1A ADPGlo	GSK3B inh	GSK3A inh	Platelet DG rel	PolyA inh	HSF1 activator	HSP90 inh
CC1=NN(c2ccc([N+](=O)[O-])cc2)C(c2ccccc2)C1 (stereo not drawn)	0	18	10	3	0	0	-1	i	24	-1
CCOc1ccc(NC(=O)c2ccc(N3CC4CC(C3)c3cccc(=O)n3C4)c(NC(=O)c3cccnc3)c2)cc1 (stereo not drawn)	3	34	-6	8	1	0	0	i	-12	-8
CN=C(Nc1ccc(Cl)cc1)c1cccc(C(F)(F)F)c1	5	11	-3	-8	-1	-1	-4	i	12	2
Cc1cccc(N(C(=O)c2ccc(CN3CCOCC3)o2)C(C(=O)NC2CCCCC2)c2ccc(F)cc2)c1 (stereo not drawn)	-8	3	-3	6	2	-7	-2	i	12	-2
CCN(C(=O)CSc1nncn1-c1ccccc1)C1CCS(=O)(=O)C1 (stereo not drawn)	3	21	-6	13	4	-1	1	i	-10	.
Cc1cc(=O)oc(C)c1C(=O)NCCC1=CCCCC1	-2	3	-21	-1	3	-1	-2	i	-38	1
O=C(COC(=O)c1ccc2c(c1)OCCO2)NCCC1=CCCCC1	-11	38	-5	11	-1	-1	7	i	-16	0
CC(=O)n1nc(-c2ccccc2)nc1NCc1ccc(N(C)C)cc1	-1	1	5	.	-5	2	12	i	18	3
CCn1c(O)c(C=NC2CCCC2)sc1=S	0	18	-1	9	-1	-1	2	i	11	-7
Brc1ccc(CN2CCCCCC2)cc1	5	-2	-3	.	-4	3	5	i	9	.
O=C(NCc1ccccc1)c1cccnc1Sc1ccccc1	2	-3	2	-6	1	-2	0	i	-10	-7
CCn1c(SCc2ccc(Cl)cc2)nc2nc3c(cc2c1=O)CCCC3	.	4	16	.	-1	.	22	i	7	-5
CCOC(=O)c1c(N)nn(C(=O)C(C)(C)C)c1-c1ccccc1	-1	17	-10	-1	1	2	11	i	-9	-2
CCOc1ccc(OCC)c(-c2c(=O)n(OCc3ccccc3C(=O)OC)c3ccccc3[n+]2[O-])c1	3	13	-1	-2	3	-1	-2	i	1	2
CCOC(=O)c1c(NC(=O)CCCC(=O)O)sc2c1CCC2	9	19	-2	0	3	-4	-1	i	-6	-2
O=C(NCc1cc(C(F)(F)F)cc(C(F)(F)F)c1)C1CC(c2ccccc2F)=NO1 (stereo not drawn)	12	15	-1	-1	-1	-19	-1	i	5	.
O=C(Nc1ccccc1N1CCCC1)c1cccc(S(=O)(=O)N2CCOCC2)c1	-1	21	4	-3	0	0	-6	i	-19	.
Cc1cc(C(=O)Nc2ccc3ccccc3c2)oc1C	-4	16	14	7	0	0	2	i	39	7
O=C(CCNC(=O)C1CCN(S(=O)(=O)c2ccc(F)cc2)CC1)NCc1ccncc1	3	12	-1	1	-1	-3	10	i	-4	0
N/C(=N\OC(=O)CC1CCCCC1)c1cccc(Br)c1	5	-80*	19	-13	4	-6	15	i	45	-2
Cc1ccc(/C=C/C(=O)Nc2ccccc2C(N)=O)cc1	-2	15	18	-3	6	-2	?	i	59*	2
CCOc1ccccc1C1c2cc3c(cc2OC(C)(N2CCCC2)C1C)OCO3 (stereo not drawn)	-8	18	-3	2	0	-1	-1	i	5	.
O=C(COC(=O)c1cccc(NS(=O)(=O)/C=C/c2ccccc2)c1)Nc1ccccc1OC(F)F	14	40	1	-3	1	0	0	i	1	0
S=C(c1ccc(-c2ccc(Cl)cc2Cl)o1)N1CCCCC1	-2	15	30	-1	1	-1	.	i	36	0
COC(=O)C1C(c2ccc(OC)cc2)C(C(=O)OC)S(=O)(=O)C(CCN2CCCCC2)S1(=O)=O (stereo not drawn)	-4	24	7	.	6	0	0	i	6	0
Additional entries.
SMILES	HDAC3 inhib	AI-2 QS modul	HSF1 inhib	Dyrk1A ADPGlo	GSK3B inh	GSK3A inh	Platelet DG rel	PolyA inh	HSF1 activator	HSP90 inh
CN1CCN2c3ncccc3Cc3ccccc3[C@@H]2C1	0	4	-3	1	0	-5	4	i	6	0
COC(=O)c1ccc(CN2C(=O)NC(CC(C)C)C2=O)cc1 (stereo not drawn)	-6	12	2	-2	2	-3	0	i	-11	2
Cc1ccc(NC(=O)Nc2nnc(Cc3ccc([N+](=O)[O-])cc3)s2)cc1C	-5	0	-21	-1	1	-3	-14	i	-13	-3
Cc1ccc(CSC2=NCCN2C(=O)c2ccc(S(=O)(=O)N(C)C)cc2)cc1	0	18	-11	-15	1	-1	2	i	-1	0
CCOC(=O)CCC(=O)N1CCOCCOCCOCC1	-5	-14	1	-1	-5	-4	1	i	6	5
O=C(CCc1[nH]c2ccccc2c1Sc1ccccc1)N(CCO)CCO	-2	27	-5	-7	3	-1	-1	i	19	-5
CCOC(=O)N1CCC(NC(=O)c2ccc3c(c2)N=C(CC)c2ccccc2S3)CC1	8	25	4	-6	-4	2	5	i	13	-1
COc1ccccc1NC(=O)/C=C1\NC(=O)CS1	8	1	9	-1	-2	-1	-26	i	25	-5
O=C(CSc1nncs1)Nc1ccc(Cl)cn1	8	25	5	10	-2	-3	0	i	11	-2
CSCCC(NC(=O)COc1ccccc1)C(=O)OC(C)C(=O)Nc1ccccc1C (stereo not drawn)	7	-5	3	-3	1	-2	10	i	7	.
COC(=O)c1nn(-c2ccc(Oc3ccccc3)cc2)c(=O)cc1O	3	19	-1	-2	1	-1	4	i	-9	2
COc1cccc(NC(=O)c2cc(C(=O)Nc3cccc(OC)c3)n(C)n2)c1	4	9	7	9	7	6	0	i	4	3
NC(=O)COC(=O)c1cccc2c1-c1ccccc1C2=O	-5	2	-17	.	1	3	4	i	0	0
C[C@@H](C(=O)Nc1ccc2c(c1)OCCO2)n1nnc2ccccc2c1=O	-6	14	15	-7	4	0	11	i	34	-5
Cc1cc(F)ccc1N1CCC(N2CCN(C)C(CCO)C2)CC1 (stereo not drawn)	-1	7	-3	5	0	-1	28	.	1	-4

Looked up above:
For AI-2 QS modul, `CCC(=O)c1ccc(OCc2ccc(C#N)cc2)cc1` is listed with 0
For GSK3B inh, `O=C(Nc1ccccc1N1CCCC1)c1cccc(S(=O)(=O)N2CCOCC2)c1` is listed with 0

Screens as filed in PubChem BioAssay.

Not all compounds are listed; count on the stated rates, not on these rows.
